ER stress surv: ER stress cell death inhibition; relative survival (cellular ATP), % at 15 µg/mL (by protocol); hit rate 0.33% among 48,000; AID 1010; CSM14.1 thapsigargin ER stress survival, ATP luminescence;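 active = survival measured by cellular ATP above 50% at 15 µg/ml in the first screen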;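 also: cell death triggered by about 15 µM thapsigargin; ATP read 24 h after thapsigargin was added; plate controls were thapsigargin with DMSO for no effect and DMSO without thapsigargin for full effect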
An asterisk follows results filed as active.

mol,ER stress surv
COc1ccc(OC)c(N(CC(=O)N/N=C/c2ccc(OC3CSC3)cc2)S(=O)(=O)c2ccccc2)c1,11
Cc1ccc(C(=O)c2ccc(Br)cc2)cc1S(=O)(=O)Nc1cccc(C(=O)O)c1,11
O=C(Nc1ccccc1C(F)(F)F)c1cc(I)ccc1Cl,-1
O=C(COc1ccc(Cl)cc1Cl)Nc1nnc(-c2ccco2)s1,12
CCc1ccc(NCCC(=O)c2ccc(Br)cc2)cc1,0
COc1ccc(NC(c2ccccc2)c2ccncc2)cc1 (configuration not stated),4
CC1(C)CC(=NOC(=O)N2c3ccccc3C=Cc3ccccc32)CC(C)(C)N1,-8
O=C(/C=C/c1ccc(F)cc1)NC(=S)Nc1cccc(O)c1,-1
CCc1ccccc1NC1=NS(=O)(=O)c2cc([N+](=O)[O-])ccc21,12
Cn1c(/C=C/c2cccnc2)nc2ccccc2c1=O,3
CCCCOc1ccc(Cc2c(O)nc(N)[nH]c2=O)cc1,1
FC(F)(F)c1ccc2nnc(-c3cccc(OCc4ccccc4)c3)n2c1,-7
O=C(NC(NC(=O)c1ccco1)c1ccc(Br)cc1)c1ccco1,3
COc1ccc(NC(=O)c2ccccc2N)cc1,-10
COc1ccc2oc(=O)c(-c3csc(N/N=C/c4ccco4)n3)cc2c1,-2
O=C(Nc1nc2ccc(Cl)cc2s1)c1ccc(Br)s1,6
COc1cc(C=C2C(=O)NC(=O)NC2=O)cc(Cl)c1OC(C)C,4
CC(=O)c1cccc(NC2C=CS(=O)(=O)C2)c1 (configuration not stated),-5
COc1ccc(-c2cc(-c3ccccc3)nc(N/N=C/c3ccc(O)c(C)c3O)n2)cc1,-1
c1csc(-c2csc(-c3nc(-c4cccs4)cs3)n2)c1,7
O=C(Nc1ccccc1C(=O)NC(Cc1ccc(O)cc1)C(=O)O)c1ccccc1 (configuration not stated),-2
O=[N+]([O-])c1ccc(NC(=S)Nc2ccc(F)cc2)c(O)c1,-5
O=C(c1ccc(Cl)cc1)N1CCN(c2ccc([N+](=O)[O-])cc2C(F)(F)F)CC1,4
Cc1cccc(-n2c(C)cc(/C=N/NC(=O)c3ccc(CN4CCOCC4)cc3)c2C)c1,19
CC(C)Sc1nc2ccc(N3C(=O)c4ccccc4C3=O)cc2s1,-4
O=C(NCCOc1ccc(Cl)cc1)c1ccc([N+](=O)[O-])cc1,14
Cc1sc(NC(=O)c2sc3ccccc3c2Cl)c(C#N)c1C,4
COC(=O)/C=C1/N/C(=N/c2nc3ccccc3s2)NC1=O,2
O=C(Oc1ccc(/C=N/NC(=O)C(O)c2ccccc2)cc1)c1cccs1 (configuration not stated),1
O=C(Oc1ccc(NS(=O)(=O)c2ccccc2)cc1)c1ccc(Cl)cc1,-6
O=C(NCCCNc1ccc([N+](=O)[O-])cc1)c1cccc(Br)c1,0
CC(C)=CC/C=C1\CCC2C(=O)N(c3ccccc3)C(=O)C2C1 (configuration not stated),0
Cc1ccc(C(C)C)c(OCC(=O)Nc2ccc(O)c(-c3nc4ccccc4o3)c2)c1,14
CCc1c(C)sc(NC(=O)C(C)Oc2cccc(Cl)c2)c1C(N)=O (configuration not stated),1
CC(=O)Nc1cc([N+](=O)[O-])ccc1Nc1ccccc1,5
Cc1nc2cc(N=Cc3ccccc3O)ccc2n1C,4

Laid out differently: results already given.
CC(C)Sc1nc2ccc(N3C(=O)c4ccccc4C3=O)cc2s1
- ER stress surv = -4

O=C(NCCCNc1ccc([N+](=O)[O-])cc1)c1cccc(Br)c1
- ER stress surv = 0

Continuation:
mol,ER stress surv
CCOC1=NC(C(F)(F)F)(C(F)(F)F)N=C(N=C(SC)SC)O1,8
COc1ccccc1N1CCN(C(=O)C(Sc2ccccc2)c2ccccc2)CC1 (configuration not stated),28
COc1ccc(CN2C(=O)C3C(c4ccc(Cl)cc4)OC4(C(=O)c5ccccc5C4=O)C3C2=O)cc1 (configuration not stated),4
Cc1ccc(N=Cc2c(C)nn(-c3ccccc3)c2Sc2ccc(C)cc2)cc1,-1
CC(C)c1ccc(OCCN2CCOCC2)cc1,-1
C=C(C)Cn1c(-c2cccc([N+](=O)[O-])c2)n[nH]c1=S,13
COc1ccc(/C=C2\SC(=S)NC2=O)cc1C,-5
c1ccc(-n2nnnc2SCc2nn[nH]n2)cc1,4
COc1cc(/C=C2/C(=O)NN(c3ccc(Cl)cc3)C2=O)cc(Br)c1O,21
O=[N+]([O-])/C=C/c1ccc(-c2ccc(Cl)cc2)o1,-2
Cc1ccc(/C(O)=C2/C(=O)C(=O)N(CCCCCC(=O)O)C2c2ccc(F)cc2)cc1 (configuration not stated),6
OCCNC(=S)Nc1ccc2nc(-c3ccccc3)c(-c3ccccc3)nc2c1,-8
O=C(COc1ccccc1)N1CCN(C(=O)Cc2ccccc2)CC1,8
NNc1nc(N2CCCCC2)nc(N2CCCCC2)n1,10
Cc1cc(/C=N/NC(N)=S)c(C)n1-c1ccc(N(C)C)cc1,-3
Cc1ccc(/C=C2/SC(=S)NC2=O)s1,-4
O=C(O)C1C(C(=O)Nc2ccc(I)cc2)C2C=CC1C21CC1 (configuration not stated),0
O=S(=O)(c1ccc(NC(=S)Nc2ccccc2)cc1)N1CCc2ccccc21,0
O=C(NC(CS)C(=O)O)c1cncc(O)c1 (configuration not stated),4
COc1ccc(C2Nc3ccccc3C(=O)N2c2ccccc2)cc1CN1C(=O)c2ccccc2C1=O (configuration not stated),5
O=C(c1cc2nc(-c3ccccc3)cc(-c3ccccc3)n2n1)N1CCOCC1,1
O=C(c1ccc(Cl)cc1)c1ccccc1C(=O)n1nnc2ccccc21,5
Cc1ccc(C)c(C(=O)CN2C3=NCCN3c3ccccc32)c1,-7
CC1=NN(C(=O)c2ccncc2)C(O)(c2cccnc2)C1 (configuration not stated),12
C=CCn1c(SCC(=O)OCC)nnc1-c1ccc([N+](=O)[O-])cc1,-3
Cc1cccc(NC(=O)CSc2cc(Cl)ccc2Cl)c1,10
COc1cccc(-n2c(C=C3C(=O)N(C(C)C)c4ccccc43)nc3ccccc3c2=O)c1,-15
O=C(c1ccc(Cl)cc1)N1N=C(c2ccc(Cl)cc2)CC1(O)C(F)(F)F (configuration not stated),6
COc1ccc(C(=O)Nc2ccc3nn(-c4ccc(F)cc4)nc3c2)cc1Br,13
CC(C)(C)c1ccc(OCC(=O)Nc2ccc(NC(=O)c3ccco3)cc2)cc1,23
C(=N\Nc1nc(-c2ccccc2)cs1)/c1cccnc1,20
Cc1c(CCNC(=O)c2ccccc2)c2ccccc2n1Cc1ccccc1,1
CN1CCN(CC(=O)n2c3ccccc3c3ccccc32)CC1,-7
COc1ccccc1N=Cc1c(O)c(Br)cc2oc3c(c12)CCCC3,-2
O=C(NN1C(=O)/C(=C/c2ccccc2)SC1=S)c1ccccc1Br,9
O=[N+]([O-])c1cccc(S(=O)(=O)NCc2ccc3c(c2)OCO3)c1,0
Cc1ccccc1CN1CCN(C2CCCC2)CC1,1
COc1ccc(C(=O)NC(Nc2ccc(Cl)cc2)C(Cl)(Cl)Cl)cc1OC (configuration not stated),-3
CCN(CC)c1ccc(/C=N/NC(=O)c2nonc2N)c(OCc2ccc(Cl)cc2)c1,3
O=C(c1cccnc1)N1CCN(c2ccc(F)cc2)CC1,8
CC(NC(=O)CSc1ccccn1)c1ccccc1 (configuration not stated),11
Oc1ccc2ccccc2c1/C=N/Nc1ncc(Br)cn1,4
CC(=O)c1ccc(Oc2cc(-c3ccccc3)nc(C)n2)cc1,-1
COC(=O)c1c(C)oc2ccc(OCc3ccccc3F)cc12,3
CCn1c2ccccc2c2cc(CN3CCN(C(=O)CC(C)C)CC3)ccc21,63*
O=C(NCCc1ccccc1F)C1CC(=O)N(c2ccc(Br)cc2)C1 (configuration not stated),1
COc1ccc(C(=O)Nc2nc(C)c(C(C)=O)s2)cc1,0
O=C(NCCN1CCOCC1)c1cc(-c2ccc(Cl)cc2)nc2ccccc12,-1
CC(C)(C)c1ccc(OCCOc2ccc(Cl)cc2/C=N/n2cnnc2)cc1,9
CN(C)/C=C/C=C/C(=O)c1cccc(C(=O)/C=C/C=C/N(C)C)c1O,3
COc1cccc(NC(=O)CN(c2ccc(C(C)C)cc2)S(=O)(=O)c2ccccc2)c1,12
Cc1ccc2c(c1)-c1c(ssc1=S)C(C)(C)N2C(=O)CSc1nc(C)cc(C)n1,6
O=C1c2cccc3c([N+](=O)[O-])ccc(c23)C(=O)N1c1ccc(O)cc1,0
CCC(C(=O)Nc1ccc(C)c(C)c1)c1ccccc1 (configuration not stated),-3
CC1(C)Cc2[nH]c(=O)c(C#N)cc2CO1,13
Cc1ccc2c(c1)-c1c(ssc1=S)C(C)(C)N2C(=O)Cc1ccccc1,-11
Oc1ccc2ccccc2c1CN1CCN(c2cccc(C(F)(F)F)c2)CC1,2
CC(C)OC(=O)c1c(-c2ccc(C(C)C)cc2)csc1N,14
Cc1ccc(C(=O)NC(Nc2ccccc2C(F)(F)F)C(Cl)(Cl)Cl)cc1 (configuration not stated),13
Cc1cccc(C(=O)Nc2cccc(Cl)c2C)c1,-4

The list goes on.
mol,ER stress surv
CCc1ccc(Nc2cc(C)nc3ncnn23)cc1,-4
Cc1ccc(-c2nc(N/N=C/c3ccccc3)c3ccccc3n2)cc1,-11
COc1ccc(-c2cc(C(=O)Nc3nc4ccc(S(C)(=O)=O)cc4s3)c3ccccc3n2)cc1OC,-6
N#Cc1c2n(c3c(=O)n(CC(=O)c4ccc(Br)cc4)cnc13)CCCC2,-1
Cc1ccccc1CNC(=O)CSc1ccc(Cl)cc1,8
COc1ccc(CC(=O)NNC(=O)c2ccc(Cl)cc2)cc1,10
O=C(Oc1ccc(C(=S)N2CCOCC2)cc1)c1ccccc1Cl,-4
COc1ccc(/C(O)=C2/C(=O)C(=O)N(CCCCCC(=O)O)C2c2ccc(OC)c(OC)c2)cc1 (configuration not stated),0
Cc1ccc([N+](=O)[O-])cc1NC(=S)NC(=O)c1ccc(Cl)cc1,6
COC(=O)C1NN=C(C(=O)c2ccccc2)C1c1ccccc1 (configuration not stated),7
CCOC(=O)C1=C(C)N=c2s/c(=C\c3cccs3)c(=O)n2C1c1ccc(F)cc1 (configuration not stated),1
COc1ccc(N(CC(=O)NC(C)(C)C)S(=O)(=O)c2ccc(C)c([N+](=O)[O-])c2)cc1,4
CCOc1cc(/C=C2\C(=O)NC(=O)N(c3ccc(Cl)cc3)C2=O)cc(I)c1OC,-1
O=C(Nc1ccccc1C(=O)N1CCOCC1)c1cccnc1,10
Cc1ccc2[nH]c3nc(N/N=C/c4c(O)ccc5ccccc45)nnc3c2c1,14
CCCCN(CCCC)C(=O)c1ccc(Cl)c([N+](=O)[O-])c1,-4
Cc1ccc(-n2ccc(N)c(C#N)c2=O)cc1,-1
Cc1cc(C)c(S(=O)(=O)NCc2ccncc2)c(C)c1,17
COc1ccc(CCN2C(=O)CSC2c2ccccc2[N+](=O)[O-])cc1OC (configuration not stated),5
O=C(c1ccc(N2CCN(C(=O)c3ccc(F)c(F)c3)CC2)cc1)c1cccc(F)c1,2
O=C(O)CCC(=O)Nc1ccc(Cc2ccc(NC(=O)CCC(=O)O)c(O)c2)cc1O,5
COc1ccccc1N=Cc1c(O)c(C(=O)Nc2ccccc2)cc2ccccc12,-6
Cc1cc(C)c(NC(=O)C(C)SCC(=O)Nc2ccccc2)c(C)c1 (configuration not stated),15
CC1=C(C(=O)OC(C)C)C(c2ccccc2F)CC(=O)N1 (configuration not stated),0
Cc1ccc(C2CC(C(F)(F)F)n3nc(C(=O)Nc4ccc(F)cc4F)cc3N2)cc1 (configuration not stated),-7
Cc1ccc(C)c(OCC(=O)N/N=C/c2ccc(OC(=O)c3ccc4c(c3)OCO4)cc2)c1,2
O=C(NN1CCOCC1)c1cccs1,8
C/C=C/C(=O)N1c2ccc(C)cc2-c2c(ssc2=S)C1(C)C,5
COc1cc(/C=C2/C(=O)NC(=O)N(C)C2=O)ccc1OCC(=O)O,9
Cc1onc(-c2c(Cl)cccc2Cl)c1C(=O)Nc1ccc2c(c1)OCCO2,3
CCOC(=O)c1c(NC(=O)c2cc(-c3ccc(C(C)C)cc3)nc3ccccc23)sc(C(N)=O)c1C,1
CC(C)CC(=O)NC(NC(=S)Nc1sc2c(c1C#N)CCCC2)C(Cl)(Cl)Cl (configuration not stated),0

Among those listed so far, 15 have a nitro group on carbon:
mol,ER stress surv
CCc1ccccc1NC1=NS(=O)(=O)c2cc([N+](=O)[O-])ccc21,12
O=[N+]([O-])c1ccc(NC(=S)Nc2ccc(F)cc2)c(O)c1,-5
O=C(c1ccc(Cl)cc1)N1CCN(c2ccc([N+](=O)[O-])cc2C(F)(F)F)CC1,4
O=C(NCCOc1ccc(Cl)cc1)c1ccc([N+](=O)[O-])cc1,14
O=C(NCCCNc1ccc([N+](=O)[O-])cc1)c1cccc(Br)c1,0
CC(=O)Nc1cc([N+](=O)[O-])ccc1Nc1ccccc1,5
C=C(C)Cn1c(-c2cccc([N+](=O)[O-])c2)n[nH]c1=S,13
O=[N+]([O-])/C=C/c1ccc(-c2ccc(Cl)cc2)o1,-2
C=CCn1c(SCC(=O)OCC)nnc1-c1ccc([N+](=O)[O-])cc1,-3
O=[N+]([O-])c1cccc(S(=O)(=O)NCc2ccc3c(c2)OCO3)c1,0
O=C1c2cccc3c([N+](=O)[O-])ccc(c23)C(=O)N1c1ccc(O)cc1,0
Cc1ccc([N+](=O)[O-])cc1NC(=S)NC(=O)c1ccc(Cl)cc1,6
COc1ccc(N(CC(=O)NC(C)(C)C)S(=O)(=O)c2ccc(C)c([N+](=O)[O-])c2)cc1,4
CCCCN(CCCC)C(=O)c1ccc(Cl)c([N+](=O)[O-])c1,-4
COc1ccc(CCN2C(=O)CSC2c2ccccc2[N+](=O)[O-])cc1OC (configuration not stated),5

Compound activity as filed in PubChem BioAssay.

A portion of the library; the hit share may differ from the screen's.
